p53ts 39C kill: kills p53ts cells at the nonpermissive temperature; H1299-p53A138V viability at 39C, ATP luminescence, 24 h; 130,000 tested, 1.5% active; Potency, µM (highest dose often 46.1 µM), for the others: at the top dose activity change, negative = cell killing, most hits filed as cytotoxic; note: nearly all actives have a fitted effect of over 55% in size
Peg3 imprint: inducers of genomic imprint erasure in mouse ES cells | mouse ES Peg3-LacZ reporter, beta-gal luminescence, 40 h | Potency, µM (highest dose often 60.7 µM), for inactives: top-dose activity change, positive = activation, hits mostly activators | 110,000 tested, 0.02% active | AID 1948;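 note: 0% = negative control wells on the plate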
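Imprint erasure is scored as LacZ activity from the silenced maternal Peg3 allele in feeder-free female ES cells cultured 40 h with LIF. Luminescence is normalized to in-plate negative controls and fitted to the Hill equation.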
IkB signaling: IkB pathway inhibition in ABC-DLBCL cells | ABC-DLBCL IkBa-CBG/CBR dual luciferase ratio, 4 h; response scale: scaled: untreated 0%, proteasome inhibitor 100% | Potency, µM (doses to about 57.1 µM), for the others: at the top dose IkBa stabilization activation | 110,000 tested, 0.04% active | AID 445; active = well fitted curve in the direction sought with a large enough effect in the signal ratio, not every such curve was filed as active; inconclusive = small, poorly fitted or top-dose-only effect, or a change in a side signal; the % refers to the signal ratio;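 note: the direction sought is a rising ratio; 0% = basal untreated cells and 100% = reference inhibitor full response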
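Luminescence ratio of IκBα-fused green versus native red beetle luciferase in OCI-Ly3 cells, 4 h post-doxycycline with compound; red signal alone, scaled from basal (0%) to zero light (-100%), flagged nonspecific or cytotoxic effects.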
p53ts 32C kill: p53ts cell cytotoxicity, permissive temperature; H1299-p53A138V at 32C, ATP luminescence viability, 24 h; Potency, µM (series often up to 46.1 µM), inactives show at the top dose activity change, negative = cytotoxicity, actives largely listed as cytotoxic; 130,000 tested, 0.93% active;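 note: 0% = DMSO and -100% = full killing by reference compound; nearly all actives have a fitted effect of over 55% in size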
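Cells: H1299 p53ts (A138V), 600/well, pre-incubated 16–30 h at 37C. Cpd up to 46 uM, 24 h, 32C. Readout: ATPlite luminescence, 20 min RT. Normalization: DMSO vs tamoxifen 100 uM. AC50 by Hill equation.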
Numbers without * were called inactive; ? = inconclusive; / = not tested or not shown; & = joins results of further samples; [ ] = dose if it differs, or a comment. Unless noted, calls come from the whole dose curve; as a rule, active = well fitted curve in the direction sought with a large enough effect; inconclusive = small, poorly fitted or top-dose-only effect, or another doubt; inactive = no such curve, though single readings can be large; an effect the other way counts as inactive or inconclusive. Unless noted, % is set by controls: 0 for no effect and ±100 for the full control effect; potency is the fitted concentration of half-maximal effect.

SMILES | p53ts 39C kill | Peg3 imprint | IkB signaling | p53ts 32C kill
CCCC(=O)Nc1ccc(NC(=O)c2cccc(OC)c2)nc1 | ? | -85%[inhibitor] | 5.7% | ?
Cc1ccccc1OC(=O)c1nc(SCc2ccccc2F)ncc1Cl | -9% | -26%[10.9 µM] | 0.1% | 11%
C=CCSc1nc2ccccc2n1Cc1nnc(-c2cccs2)o1 | -6% | -5% | ? | 5%
Cc1ccc(-n2ncc3c(NCCc4ccccc4)ncnc32)cc1Cl | ? | 5%[10.9 µM] | ? | ?
COc1ccc(Cl)cc1Nc1ncnc2c1c(-c1ccccc1)cn2-c1ccccc1 | -13% | -9%[10.9 µM] | 4.5% | 1%
Cc1ccc2oc(=O)c3cnn(CC(=O)N(CCCN4CCOCC4)Cc4ccco4)c3c2c1 | -16% | -9% | 0.6% | ?
N#C/C(=C\N1CCNC1=S)C(=O)c1ccc2ccccc2c1 | 4%[9.22 µM] | -12%[10.9 µM] | 0.3%[11.4 µM] | 2%[9.22 µM]
COc1ccc(-c2[nH]c(-c3cccc(OC)c3)nc2SCC(=O)Nc2ccc3c(c2)OCO3)cc1 | 5% | -7%[10.9 µM] | ? | 0%
CCCn1nc(C(=O)NCCc2ccc(S(N)(=O)=O)cc2)c2ccccc2c1=O | 4% | -6% | 0.0% | 12%
Cc1cccc(C)c1OC[C@@H](N)C(C)C | -6% | / | -4.6% | -14%
COc1ccc(NC(=O)CN2CCN(c3ccc(Cl)cc3)CC2)c(OC)c1 | -10% | 1% | -0.5% | 1%
C=Cc1c(C)c2cc3nc(cc4[nH]c(cc5nc(cc1[nH]2)C(C)=C5CCC(=O)O)c(CCC(=O)OC)c4C)[C@@]1(C)C3=CC=C(C(=O)OC)[C@H]1C(=O)OC (tested in a mixture with another compound) | -1%[20.6 µM] | 9%[16.8 µM] | ? | 31%[activator][20.6 µM]
CCCn1c2ccccc2c2cnn(CC(=O)NCCc3ccccc3)c(=O)c21 | -22% | -16%[10.9 µM] | -0.8% | -16%
COc1ccc(CCNC(=O)CCCn2c(=O)c3ccccc3n(Cc3ccccc3)c2=O)cc1OC | -6% | -14%[10.9 µM] | 1.7% | 6%
COc1ccc(N2CCN(C(=O)CSc3nc4c(c(=O)n(C)c(=O)n4C)n3C(C)C)CC2)cc1 | 12% | -7% | 1.0% | -4%
FC(F)(F)c1cc(CO[C@@H]2CCCN[C@H]2c2ccccc2)cc(C(F)(F)F)c1 | 20µM* | / | -7.4% | ?
COc1ccccc1CNC(=O)CCn1c(=O)c2ccccc2n(CC(=O)Nc2ccc(C)cc2Cl)c1=O | 27% | 19%[10.9 µM] | 6.3% | -9%
CCc1ccc(NC(=O)Cn2ccn(-c3ccc(OC)cc3)c(=O)c2=O)cc1 | -22% | -11%[10.9 µM] | 0.2% | -7%
COc1ccc(-c2nnc(SCC(=O)Nc3cccc(C)c3)s2)cc1 | -18% | 23%[10.9 µM] | 4.7% | 11%
O=S1(=O)N=C(Oc2cccc3ccccc23)c2ccccc21 | 12% | / | / | -4%

A draw from above in order of number of heavy atoms, rising.
SMILES | p53ts 39C kill | Peg3 imprint | IkB signaling | p53ts 32C kill
O=S1(=O)N=C(Oc2cccc3ccccc23)c2ccccc21 | 12% | / | / | -4%
FC(F)(F)c1cc(CO[C@@H]2CCCN[C@H]2c2ccccc2)cc(C(F)(F)F)c1 | 20µM* | / | -7.4% | ?
COc1ccc(N2CCN(C(=O)CSc3nc4c(c(=O)n(C)c(=O)n4C)n3C(C)C)CC2)cc1 | 12% | -7% | 1.0% | -4%
C=Cc1c(C)c2cc3nc(cc4[nH]c(cc5nc(cc1[nH]2)C(C)=C5CCC(=O)O)c(CCC(=O)OC)c4C)[C@@]1(C)C3=CC=C(C(=O)OC)[C@H]1C(=O)OC (tested in a mixture with another compound) | -1%[20.6 µM] | 9%[16.8 µM] | ? | 31%[activator][20.6 µM]

Additional results follow.
SMILES | p53ts 39C kill | Peg3 imprint | IkB signaling | p53ts 32C kill
O=C(O)CCC(=O)N1CCc2cc(S(=O)(=O)NC3CCCC3)ccc21 | 6% | 2% | 0.0% | -14%
CCCCN(CC)CCNC(=O)c1nn(C)c2c1CS(=O)(=O)c1ccccc1-2 | 0% | -13%[10.9 µM] | -0.4% | 10%
CCC(=O)Nc1cccc(NC(=O)COc2ccc(OC)cc2)c1 | -10% | 6% | 4.0% | -25%
COc1ccc(Cl)cc1NC(=O)CCCn1c(C)c2cnn(-c3ccccc3)c(=O)c2c1C | -9% | -8%[10.9 µM] | ? | -4%
O=C1CC(C(=O)N(c2ccc(F)cc2)C(C(=O)NC2CCCC2)c2ccccn2)CS1 (stereo not drawn) | -7% | -4% | 1.9% | -11%
O=C(Cn1cnc2c(nnn2-c2ccccc2)c1=O)N1CCC(Cc2ccccc2)CC1 | 6% | -16% | 1.1% | -13%
CCCCCC(C)NC(=O)c1ccoc1C (stereo not drawn) | -17% | / | / | -11%
O=C1NC(=O)C2C3c4ccccc4C(c4ccccc43)C12 (stereo not drawn) | -8% | 1% | 0.3% | 9%
CCC(C(=O)N1CCc2ccccc2C1)n1nc(C)n2c(cc3occc32)c1=O (stereo not drawn) | -2% | / | / | 4%
Cc1ccc(NC(=O)Cn2c(=O)n(CCCCC(=O)NCc3ccc4c(c3)OCO4)c(=O)c3ccccc32)cc1 | 5% | -6%[10.9 µM] | -0.4% | -12%

Some values from the list:
CCCCN(CC)CCNC(=O)c1nn(C)c2c1CS(=O)(=O)c1ccccc1-2 @ p53ts 39C kill = 0%
O=C(O)CCC(=O)N1CCc2cc(S(=O)(=O)NC3CCCC3)ccc21 @ p53ts 39C kill = 6%
CCC(C(=O)N1CCc2ccccc2C1)n1nc(C)n2c(cc3occc32)c1=O (stereo not drawn) @ p53ts 39C kill = -2%

Other records follow:
SMILES | p53ts 39C kill | Peg3 imprint | IkB signaling | p53ts 32C kill
CCn1nc(C)c(CCN(C)C(=O)Nc2cccc(Cl)c2C)c1C | -6% | 16%[10.9 µM] | 0.2% | -7%
CCc1ccc(N2CC(C(=O)OCC(=O)Nc3cc(C)on3)CC2=O)cc1 (stereo not drawn) | -1% | -2% | -0.1% | -1%
O=c1c2ccccc2nnn1CSc1ncnc2ccccc12 | -1% | -6% | -0.2% | 7%
CCCN(CC1CC1)S(=O)(=O)c1ccc(S(N)(=O)=O)cc1 | 1% | -3% | -2.0% | 1%
c1ccc([C@H](c2cccc3c2ccc2ccccc23)[C@H](c2ccccc2)c2cccc3c2ccc2ccccc23)cc1 | 8%[9.22 µM] | / | 0.4%[11.4 µM] | 9%[9.22 µM]
Cc1ccccc1NC(=O)Cn1nnc(C(=O)NCc2cccs2)c1N | 15% | -6%[10.9 µM] | -1.1% | 13%
CCCCCCOC(=O)C(C#N)c1nc2ccccc2nc1N1CCN(CC)CC1 (stereo not drawn) | ? | -12% | 1.9% | ?
O=c1oc2ccccc2cc1-c1cn2cc(Cc3ccc(Cl)cc3)sc2n1 | -6% | -5%[10.9 µM] | -0.9% | -6%
O=c1c2c3c(sc2nc2n1CCCCC2)CCCC3 | -6% | -53%[inhibitor] | -1.8% | -23%
Cc1cc(C)n(C(=O)CNC(=O)Cc2ccccc2)n1 | -9% | -3% | -1.8% | -8%
O=C(CN1C(=O)c2ccccc2S1(=O)=O)N1CCOCC1 | 6% | 11% | 1.4% | 10%
CCCCNC(=O)CSc1nc2cc3c(cc2c(=O)n1CCCCCC(=O)NCc1ccc(OC)cc1)OCO3 | -12% | -11%[10.9 µM] | 0.0% | 13%
C1CCN2C[C@H]3C[C@H](CN4CCCCC34)C2C1 (stereo partly drawn) | -6%&-6% | -3%&-12% | / | -6%&-4%
COc1ccc(-n2cnc3cc(C(=O)NC4CCCC4)ccc32)cc1 | 14% | 9%[10.9 µM] | -2.5% | 16%
COc1cc(C2NC(C(=O)O)CS2)ccc1OCc1ccccc1C#N (stereo not drawn) | -8% | -57%[inhibitor] | 4.1% | -1%
C[C@@H](NCc1cc(Br)cc2[nH]c(=O)c(=O)[nH]c12)P(=O)(O)O | -2% | -9% | 0.1% | 8%
CCOC(=O)c1sc(C)c(C(N)=O)c1NC1=NCCCCC1 | -2% | -10% | -0.1% | 7%
Cc1ccc(C2/C(=C(/O)c3ccc(Cl)cc3)C(=O)C(=O)N2CC2CCCO2)o1 (stereo not drawn) | 0% | -11% | -0.8% | -5%
O=C(NCCN1CCOCC1)c1ccc2c(c1)ncn2C1CCCCC1 | -2% | -3% | -0.1% | -9%
Cc1c(C(=O)NCC(C)C)sc2nc(-c3ccc(F)cc3)cn12 | 3% | -14% | -1.7% | -13%

Next section (2 carried over from the part before).
SMILES | p53ts 39C kill | Peg3 imprint | IkB signaling | p53ts 32C kill
O=C(NCCN1CCOCC1)c1ccc2c(c1)ncn2C1CCCCC1 | -2% | -3% | -0.1% | -9%
Cc1c(C(=O)NCC(C)C)sc2nc(-c3ccc(F)cc3)cn12 | 3% | -14% | -1.7% | -13%
Cc1noc(C)c1C(=O)Nc1ccccn1 | -1% | -7% | 5.1% | 7%
CC(C)(C)NC(=O)NC(=O)COC(=O)C1CC(=O)N(Cc2ccccc2)C1 (stereo not drawn) | -4% | 2% | 0.3% | -8%
O=C(COC(=O)Cc1ccc(S(=O)(=O)N2CCOCC2)s1)NCc1ccccc1 | 2% | -4% | 0.4% | -5%
CC1(C)CC(=O)c2cc(C(=O)N3CCCCC3)c(=O)n(-c3ccc(Cl)cc3)c2C1 | 12% | -3% | -0.1% | -1%
O=C(Cn1c(=O)n(-c2ccccc2)c(=O)c2ccc(C(=O)NCc3ccc4c(c3)OCO4)cc21)Nc1ccc(F)cc1 | -17% | -4%[10.9 µM] | 5.9% | -17%
Cc1nn(C)c2c1c(-c1ccccc1)cc(=O)n2Cc1c(F)cccc1Cl | -14% | 1%[10.9 µM] | -1.5% | 3%
CCSc1ncc(Cl)c(C(=O)Nc2sc3c(c2C(=O)NC)CCCC3)n1 | 9% | -5%[10.9 µM] | -1.8% | 8%
CCN1CCN(c2nc3c(c(=O)[nH]c(=O)n3C)n2CCCSc2ncccn2)CC1 | 7% | -4% | -1.6% | -9%
O=C1Nc2ccc(S(=O)(=O)N3CCCCCC3)c3cccc1c23 | 17% | -16% | 3.7% | -1%
COc1ccc(CNc2nc3c(c(=O)n(Cc4ccc(Br)cc4)c(=O)n3C)n2C)cc1 | -2% | -10% | -0.4% | 2%
Cc1ccccc1N1C(=O)CC(N2CCC(C(N)=O)CC2)C1=O (stereo not drawn) | 1% | 12% | 0.4% | 8%
CCOC(=O)CSc1nc2ccc(NC(=O)c3cccc(F)c3)cc2s1 | -5% | 28%[10.9 µM] | ? | -20%
C=CCc1c(C)nc(SC)nc1Nc1ccccc1 | 6% | / | / | 8%
Cc1cc(C)n(-c2nc3ccccc3nc2N2CCN(S(=O)(=O)c3ccc(F)c(C)c3)CC2)n1 | 13% | -3% | 0.5% | 4%
Cc1ccc2cc(CN(C)C(=O)c3cccc(Cl)c3)c(=O)[nH]c2c1 | -7% | -48%[inhibitor][10.9 µM] | 2.9% | 3%
CCC(Sc1nnc(-c2ccc(OC)cc2)c(-c2ccc(OC)cc2)n1)C(=O)NC1CCCCC1 (stereo not drawn) | -20% | -16%[10.9 µM] | ? | 3%

Quoted at random: two records from the list.
SMILES | p53ts 39C kill | Peg3 imprint | IkB signaling | p53ts 32C kill
Cc1cc(C)n(-c2nc3ccccc3nc2N2CCN(S(=O)(=O)c3ccc(F)c(C)c3)CC2)n1 | 13% | -3% | 0.5% | 4%
Cc1ccccc1N1C(=O)CC(N2CCC(C(N)=O)CC2)C1=O (stereo not drawn) | 1% | 12% | 0.4% | 8%

High-throughput results from PubChem.
